From PubChem BioAssay
EPAC2 antag = blocks human EPAC2 exchange factor; 360,000 compounds, 0.18% hits; Potency, µM (series often up to 114 µM), without a hit: top-dose activity, negative = inhibition, hits mostly inhibitors; Q8WZA2; EPAC2 GEF exchange of Rap1B-BODIPY-GDP, fluorescence; also: % is scaled to controls: 0 for no effect and ±100 for the full control effect; nearly all actives have a fitted effect of over 45% in size; many of its hits are not listed in these tables
aSyn yeast inh = rescues yeast growth from alpha-synuclein toxicity. 370,000 compounds, 0.14% hits. AID 652106. Potency, µM (series often up to 46.1 µM), for the others: at the highest dose growth rescue (activation), hits mostly activators. Yeast expressing alpha-synuclein, growth rescue, BacTiter-Glo, 24 h; also: % of control where 0% means no effect; nearly all actives have a fitted effect of over 65% in size
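Rescue of yeast growth: cells expressing toxic alpha-synuclein, induced in galactose at OD600 0.02, incubated with compound 24 h at 30 C. ATP luminescence quantified growth; inhibitors of toxicity appear as activators.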
PTHR1 agonist = agonists of human PTHR1 parathyroid hormone receptor; 410,000 compounds, 0.075% hits; HEK293 GP2 PTHR1 cells, GloSensor cAMP luminescence, 1 h; Potency, µM (series often up to 115 µM), without a hit: top-dose activation, hits mostly activators; AID 743266; Q03431; also: nearly all actives have a fitted effect of over 55% in size; some results filed as inactive show a strong effect at the top dose; inactives centre near -15; many of its hits are not listed in these tables
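HEK-293-derived GP2 cells expressing PTHR1 and a GloSensor cAMP reporter, 3,000/well, plated overnight, given luciferin plus IBMX (each 0.5 mM as added) for 1 h at 37 °C, then compound for 1 h at 37 °C. Luminescence was read after 15 min at room temperature.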
TDP43 rescue = inhibitors of TDP-43 toxicity in yeast | TDP-43 expressing yeast growth rescue, BacTiter-Glo, 24 h | Potency, µM (top dose mostly 46.1 µM), for inactives: at the highest dose growth rescue (activation), most hits filed as activators | 410,000 compounds, 1.8% hits | AID 652104; also: % of control where 0% means no effect; nearly all actives have a fitted effect of over 50% in size
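In this qHTS, compounds that restore growth of yeast expressing TDP-43 appear as activators. Cells (OD600=0.02, galactose medium, raffinose-pregrown) are incubated with compound 24 hr at 30 deg C and growth is quantified by BacTiter-Glo.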
EPAC1 antag = blocks human EPAC1 exchange factor; O95398; EPAC1 GEF assay, Rap1b-BODIPY-GDP exchange fluorescence; Potency, µM (top dose mostly 115 µM), inactives show at the top dose activity change, negative = inhibition, most hits filed as inhibitors; 360,000 compounds, 0.14% hits; AID 720709;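 also: plate controls were vehicle for no effect and positive control for full effect; nearly all actives have a fitted effect of over 50% in size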
Target sequence (O95398 whole entry, looked up): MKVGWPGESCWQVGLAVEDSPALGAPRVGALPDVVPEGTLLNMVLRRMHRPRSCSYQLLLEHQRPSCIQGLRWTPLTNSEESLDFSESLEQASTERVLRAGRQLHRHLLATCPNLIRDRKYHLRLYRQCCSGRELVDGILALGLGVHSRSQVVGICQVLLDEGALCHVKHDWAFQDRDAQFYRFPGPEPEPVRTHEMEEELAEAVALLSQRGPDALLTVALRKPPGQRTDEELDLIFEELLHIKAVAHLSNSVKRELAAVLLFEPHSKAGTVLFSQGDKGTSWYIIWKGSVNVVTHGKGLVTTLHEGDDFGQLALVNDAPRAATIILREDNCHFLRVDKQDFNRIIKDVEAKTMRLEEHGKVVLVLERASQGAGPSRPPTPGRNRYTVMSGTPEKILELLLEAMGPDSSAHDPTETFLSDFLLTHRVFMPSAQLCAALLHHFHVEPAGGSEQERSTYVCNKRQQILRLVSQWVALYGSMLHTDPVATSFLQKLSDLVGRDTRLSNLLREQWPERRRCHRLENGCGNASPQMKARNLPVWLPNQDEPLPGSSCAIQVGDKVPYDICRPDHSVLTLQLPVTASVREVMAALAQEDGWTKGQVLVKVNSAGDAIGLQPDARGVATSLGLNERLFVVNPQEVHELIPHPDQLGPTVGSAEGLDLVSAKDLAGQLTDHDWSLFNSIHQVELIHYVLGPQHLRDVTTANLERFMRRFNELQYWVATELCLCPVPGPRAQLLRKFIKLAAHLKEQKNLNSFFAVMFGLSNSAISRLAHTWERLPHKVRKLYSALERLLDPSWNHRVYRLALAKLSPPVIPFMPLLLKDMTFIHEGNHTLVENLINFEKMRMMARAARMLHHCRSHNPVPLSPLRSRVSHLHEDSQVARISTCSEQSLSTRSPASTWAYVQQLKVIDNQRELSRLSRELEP
FUS suppressor = suppressors of FUS proteinopathy in yeast | S. cerevisiae FUS-expressing, growth rescue, OD600, 24 h | Potency, µM (titrated, usually from 76.6 µM), for inactives: at the highest dose growth rescue (activation), most hits filed as activators | 390,000 compounds, 0.24% hits | AID 1347120;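 also: plate controls were DMSO vehicle for no effect and reference control for full effect; nearly all actives have a fitted effect of over 55% in size; some results filed as inactive show a strong effect at the top dose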
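Read-out: OD at 600 nm after 24hr at 30C, reporting rescue of FUS-induced yeast toxicity. Cells at OD 0.005 in galactose (2%) minimal medium; compounds tested in a dilution series; CP55940 titration from 92uM final as control.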
EPAC2 agonist = agonists of human EPAC2 (RAPGEF4); Q8WZA2; EPAC2 activation, biochemical qHTS; response scale: 100% = 6.5 mM cAMP response; Potency, µM (doses to about 154 µM), for the others: at the highest dose activation, usual class: activators; 360,000 compounds, 0.079% hits; AID 720711; also: nearly all actives have a fitted effect of over 50% in size
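Readout is BODIPY fluorescence (480 nm excitation, 540 nm emission), which falls as labeled GDP is exchanged off Rap1B. EPAC2 at 100 nM acted on 250 nM RAP1B-BODIPY-GDP with 50 uM GDP present.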
EPAC1 agonist = activates human EPAC1 exchange factor. O95398. EPAC1 agonist qHTS, biochemical assay; response scale: 100% = response to 6.5 mM cAMP. Potency, µM (series often up to 154 µM), inactives show at the highest dose activation, usual class: activators. 360,000 compounds, 0.073% hits; also: nearly all actives have a fitted effect of over 60% in size
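Compounds were pinned as a concentration titration into mixtures of EPAC1 (100 nM), BODIPY-GDP-loaded Rap1B (250 nM) and GDP (50 uM). After 5 min at room temperature, fluorescence was followed for 30 min; activity was scaled to 6.5 mM cAMP.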
* marks the source's active call; other numbers are inactive results; i = inactive; ? = inconclusive; . = no result given; [ ] = dose if it differs, or a comment. Calls follow the shape of the dose curve; as a rule, active = well fitted curve in the direction sought with a large enough effect; inconclusive = small, poorly fitted or top-dose-only effect, or another doubt; inactive = no such curve, though single readings can be large; an effect the other way counts as inactive or inconclusive. Potency is read from the fitted curve at half-maximal effect. The list is partial; rates above refer to the full screens.

SMILES	EPAC2 antag	aSyn yeast inh	PTHR1 agonist	TDP43 rescue	EPAC1 antag	FUS suppressor	EPAC2 agonist	EPAC1 agonist
Cc1cccc(NS(=O)(=O)c2ccc([N+](=O)[O-])cc2)n1	-4%	-8%	i	-5%	-20%	11%	15%	3%
COCC1CCCCN1C(=O)c1ccc2oc(CCCc3ccccc3)nc2c1 (configuration not stated)	-10%	-3%	-64%[inhibitor]	-15%	-2%	.	4%	-6%
Cc1cccc(NC(=O)CCS(=O)(=O)c2ccc(Br)cc2)c1	20%	1%	i	-9%	-1%	-34%	4%	-8%
O=C(c1cccnc1)N1N=C(c2cccs2)CC1c1ccc(F)cc1 (configuration not stated)	-11%	11%	-11%	0%	2%	16%	2%	16%
O=C(NN=C(c1ccccc1)c1ccccn1)c1ccccc1	13%	-21%	i	15%	11%	.	0%	-2%
CC(C)CNC(=O)C(=O)NCC1OCCCN1S(=O)(=O)c1ccc2c(c1)OCCO2 (configuration not stated)	18%	-1%	i	-16%	2%	4%	4%	-5%
CC1CCc2c(sc(NC(=O)CSc3nnc(-c4ccccc4)o3)c2C#N)C1 (configuration not stated)	9%	1%	-18%	-7%	-12%	.	-3%	10%
COc1ccc2c(c1)C(=NNC(=O)c1ccccn1)c1cc(OC)ccc1-2	6%	6%	-8%	-1%	14%	-13%	0%	2%
COCCN(CCOC)S(=O)(=O)c1ccc(C(=O)Nc2nnc(C3CC3)o2)cc1	16%	4%	i	2%	8%	12%	0%	-6%
CN(C)CC/C=C1\c2cc(F)ccc2CSc2ccccc21	8%	-4%	i	3%	-1%	.	2%	-3%
Cc1cccc(OCC(=O)Nc2ccc(NC(=O)c3ccco3)cc2)c1	3%	6%	-1%	-3%	13%	35%	0%	1%
COc1ccc(N(CC(=O)Nc2cccc(C)c2C)S(=O)(=O)c2c(C)n[nH]c2C)cc1	2%	10%	i	11%	0%	29%	-7%	-1%
CCOC(=O)C1=C(COc2ccc(F)cc2Cl)NC(=O)NC1c1cc(C)ccc1C (configuration not stated)	0%	-2%	i	-21%	8%	-1%	-1%	8%
CCN1C(=O)c2ccc(C(=O)O)cc2C1=O	3%	4%	i	2%	-3%	-9%	5%	-4%
CCCC(=O)Nc1c(C)nn(C(=O)CCC)c1C	1%	9%	i	16%	-5%	-12%	5%	4%
C(=Nn1cnnc1)c1ccc2c(c1)CCC2	3%	4%	i	24%	5%	-29%	9%	6%
COc1cccc(CCNC(=O)c2cc(COc3cccc(OC)c3)on2)c1	25%	?	-9%	?	4%	32%	8%	-8%
O=C1c2ccccc2S(=O)(=O)N1Cc1ccccc1[N+](=O)[O-]	5%	-8%	-4%	0%	-5%	14%	9%	-5%
NC(=O)NC(=O)COC(=O)c1cccc(S(=O)(=O)N2CCCCCC2)c1	5%	-9%	i	-29%	-14%	-17%	5%	1%
Fc1ccc(NC(=S)NN=C2CCCCCC2)cc1	2%	-20%	-6%[57.5 µM]	12%	7%	3%	-5%	5%
Cn1ncc2c(Nc3ccc(O)cc3)nc(Cl)nc21	0%	6%	-17%	4%	-9%	11%	-1%	-1%
CSc1ccccc1C(=O)NC1CCCN(Cc2ccccc2F)C1 (configuration not stated)	4%	-2%	i	-11%	16%	-2%	1%	-10%
Cc1csc(SCC(=O)Nc2ccccc2[N+](=O)[O-])n1	-5%	2%	i	3%[9.22 µM]	-17%	21%	20%	11%
Cc1cc(C)n(-c2nc3c(c(=O)[nH]c(=O)n3C)n2CC(O)COc2ccc(Cl)cc2Cl)n1 (configuration not stated)	-3%	-4%	-20%[57.5 µM]	-4%	-3%	?	2%	2%
CCN1C(=O)[C@H]2[C@@H](c3ccc(C)cc3)N3C(=O)N(c4ccc(C(F)(F)F)cc4)C(=O)[C@@]3(CC)[C@H]2C1=O	3%	1%	-17%	17%	-19%	-24%	-9%	-7%
(cont.)
SMILES	EPAC2 antag	aSyn yeast inh	PTHR1 agonist	TDP43 rescue	EPAC1 antag	FUS suppressor	EPAC2 agonist	EPAC1 agonist
COc1ccc(C(c2sc3nc(C)nn3c2O)N2CCC(O)CC2)cc1OC (configuration not stated)	0%	1%	i	24%	19%	-16%	3%	-2%
COc1cc(C(C)=O)ccc1COc1ccc(C(=O)OC(C)C(=O)NC(N)=O)cc1OC (configuration not stated)	14%	-5%	i	7%	-1%	26%	4%	-12%
O=C1CCN(Cc2ccc(O)cc2)CCN1[C@H](CO)Cc1ccccc1	10%	1%	i	1%	4%	-16%	10%	7%
COc1ccccc1C(C(=O)NC1CCCCC1)N(C(=O)c1csnn1)C1CC1 (configuration not stated)	1%	0%	i	-8%	0%	1%	-13%	-7%
COc1ccc(/C=N/NC(=O)c2ccc(CSc3nncn3C)cc2)cc1OC	-2%	-5%	?	-14%	-6%	-17%	9%	1%
CCOc1ccc(NC(=O)Cc2c(C(=O)O)n(C)c3ccccc23)cc1	2%	-1%	i	13%	-4%	16%	7%	-7%
CCOc1cccc(CNCCCSc2ncccn2)c1	4%	1%	?	12%	4%	-13%	11%	9%
COc1ccccc1Oc1ccc2c(c1)C(=O)N(CC1CCCO1)C2=O (configuration not stated)	-1%	10%	-29%	-6%	-1%	9%	5%	6%
Cc1cccc(NC(=O)N2CCCCCC2)c1C	2%	-6%	-11%	6%	1%	-10%	-6%	6%
CC(CC(=O)O)CC(=O)Nc1cc([N+](=O)[O-])ccc1O (configuration not stated)	-16%	-1%	-25%	0%	-6%	7%	10%	11%
CC(C)Oc1ccc(NC(=O)CCC(=O)O)cc1	0%	-4%	i	-8%	-3%	7%	4%	8%
COc1cc(CNCCc2ccccc2F)ccc1OCC(=O)N1CCCCC1	15%	7%	-3%	-2%	16%	10%	10%	6%
O=C(Cn1ncc2c3ccccc3n(Cc3ccccc3F)c2c1=O)N1CCN(c2ccccn2)CC1	-2%	5%	i	0%	7%	-6%	-3%	-4%
COc1ccc(C2CCCN2C(=S)Nc2ccccc2C)cc1OC (configuration not stated)	0%	15%	i	-1%	11%	8%	0%	2%
OC(c1ccccn1)(c1ccccn1)c1ccccn1	3%	5%	i	20%	6%	.	2%	0%
COc1ccc(C2C(C#N)=C(N)N(c3sc4c(c3C#N)CCCC4)C3=C2C(=O)CC(C)(C)C3)cc1OC (configuration not stated)	2%	5%	i	2%	0%	?	3%	10%
COc1ccccc1S(=O)(=O)N(C)C[C@H]1OCc2cnnn2CCCC(=O)N([C@H](C)CO)C[C@@H]1C	5%	-3%	-17%	-4%	8%	8%	-3%	-6%
Cc1ccc([C@@H]2C3COCC=C3C(C#N)=C(N)C2(C#N)C#N)o1 (some centres not stated)	5%	-7%	-2%[57.5 µM]	-15%	8%	25%	26%	29%
O=C(/C=C/c1ccccc1Cl)c1ccccc(=O)c1O	0%	-68%[inhibitor]	-20%	?	-11%	14%	1%	5%
COCCNC(=O)[C@H]1C[C@@H]1[C@H](NP(=O)(c1ccccc1)c1ccccc1)c1ccccc1	-3%	1%	-15%	18%	-17%	-5%	-8%	-3%
COc1ccc(C(=O)C2CCCN(Cc3ccc(C#CCCO)cc3)C2)c(OC)c1 (configuration not stated)	-17%	1%	-16%	12%	-5%	7%	1%	6%
CCC(/C=N/NC(=O)CCCCC(=O)N/N=C/C(CC)CC)CC	4%	-8%	i	-3%	-9%	12%	4%	6%
CCn1nnc(-c2ccccc2NS(=O)(=O)c2ccc(S(=O)(=O)N(C)C3CCCCC3)cc2)n1	1%	7%	-8%[57.5 µM]	-3%	4%	17%	15%	13%
CC(=O)N(Cc1ccc2c(c1)OCO2)C1CC(=O)N(CCc2ccccc2)C1=O (configuration not stated)	-1%	-6%	-38%[inhibitor][57.5 µM]	0%	-4%	8%	0%	-7%
Cc1nc(NC(=S)NC(=O)c2cccs2)ccc1Br	12%	1%	-24%	?	1%	.	-3%	-11%

An excerpt from above in order of length of the SMILES, ascending:
SMILES	EPAC2 antag	aSyn yeast inh	PTHR1 agonist	TDP43 rescue	EPAC1 antag	FUS suppressor	EPAC2 agonist	EPAC1 agonist
CC(C)Oc1ccc(NC(=O)CCC(=O)O)cc1	0%	-4%	i	-8%	-3%	7%	4%	8%
O=C(/C=C/c1ccccc1Cl)c1ccccc(=O)c1O	0%	-68%[inhibitor]	-20%	?	-11%	14%	1%	5%
CCOc1ccc(NC(=O)Cc2c(C(=O)O)n(C)c3ccccc23)cc1	2%	-1%	i	13%	-4%	16%	7%	-7%
COCCNC(=O)[C@H]1C[C@@H]1[C@H](NP(=O)(c1ccccc1)c1ccccc1)c1ccccc1	-3%	1%	-15%	18%	-17%	-5%	-8%	-3%

(next part)
SMILES	EPAC2 antag	aSyn yeast inh	PTHR1 agonist	TDP43 rescue	EPAC1 antag	FUS suppressor	EPAC2 agonist	EPAC1 agonist
CC1CN(C(=O)CSc2nc(-c3ccccc3)cs2)CC(C)O1 (configuration not stated)	9%	-14%	i	0%	15%	9%	-2%	-1%
Cc1ccc(-n2ncc3c(NCc4ccco4)ncnc32)cc1C	1%	0%	i	9%	-15%	-8%	10%	-10%
O=C(CSc1nnc(-c2ccc(F)cc2)o1)Nc1ccc(S(=O)(=O)N2CCCC2)cc1	4%	1%	i	-4%	6%	22%	2%	-4%
COc1ccc(C(CNC(=O)COc2cccc(C(F)(F)F)c2)N2CCCC2)cc1 (configuration not stated)	4%	4%	-87%[inhibitor]	-1%	10%	-9%	-6%	-3%
CC1(c2ccccc2)C(C#N)C(=O)NC(=O)C1C#N (configuration not stated)	5%	-3%	i	-18%	-5%	9%	9%	-15%
Cc1cccc(-c2nsc(SCC(=O)Nc3cc(C)on3)n2)c1	-1%	0%	i	28%	11%	33%	-5%	-4%
COc1cc(-c2nc3ccc4ccccc4c3c3c2CCC3)cc(OC)c1OC	0%	-15%	-3%[57.5 µM]	0%	-3%	7%	-2%	2%
COc1ccccc1-c1cc(-c2ccc(C)cc2)nc(SCc2nnc(-c3ccccc3)o2)c1C#N	-2%	-2%	i	11%	-10%	2%	0%	4%
COc1cc(-c2ccc3c(=O)c4ccccc4n(C)c3c2)cc(OC)c1OC	-14%	-23%	-10%	-52%[inhibitor]	0%	?	14%	21%
Cc1ccccc1C(=O)NC1CCN(CC(=O)NCc2ccc(F)cc2)CC1	-5%	3%	i	-6%[0.397 µM]	-15%	3%	7%	1%
OCC1CCCCN1C(=S)NCc1ccco1 (configuration not stated)	7%	5%	i	0%	-5%	-15%	8%	3%
